H1N1 NS1A inhibition: NS1A inhibition, H1N1 influenza, cell based functional assay (AID 504329); NS1A functional cell-based assay, percent inhibition; higher % means a stronger effect; one-dose inhibition, % at 12.5 µM; IC50 in µM for titrated hits; 0.3% of 340,000 active; in the data active means a potency from the dose series; inconclusive means inhibition above about 27% without an active follow-up result; further: strong numbers were not always called active
inhibitors of VEEV: inhibitors of VEEV TC-83 cytopathic effect, confirmation, Vero cells (AID 588727); Vero cells, VEEV TC-83 cytopathic effect inhibition; higher % means a stronger effect; one-dose inhibition, % at 20 µM; IC50 in µM for titrated hits; 0.13% of 350,000 active; in the data active means a potency from the dose series; inconclusive means inhibition mostly from about 14% at the one dose, without a potency; inactive means the rest, 99 in 100 with inhibition below about 12%; further: strong numbers were not always called active
M. tuberculosis: growth inhibition of non-replicating M. tuberculosis (AID 488890) | 0.39% of 320,000 active | Mycobacterium tuberculosis non-replicating, growth inhibition; higher % means a stronger effect | inhibition, % at 25 µM, or IC50 in µM where a hit was titrated; in the data active means a potency from the dose series; inconclusive means inhibition mostly from about 82% at the one dose, without a potency; inactive means the rest, 99 in 100 with inhibition below about 76%;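 further: plate controls were DMSO cells for no effect and high antibiotic wells for full effect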
Salmonella PhoP GFP: Inhibition of PhoP regulon, Salmonella typhi GFP reporter cells, confirmation, 4 h (AID 1850); Salmonella Typhi PhoP-promoter GFP reporter, fluorescence, 4 h; higher % means a stronger effect; inhibition, % at 50 µM; hits with a dose series show IC50 in µM; 0.33% of 310,000 active; in the data active means a potency from the dose series; inconclusive means inhibition mostly from about 25% at the one dose, without a potency; inactive means the rest, 99 in 100 with inhibition below about 19%;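 further: 0% = induced wells with vehicle and 100% = uninduced wells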
M. tuberculosis HTS: M. tuberculosis growth inhibition, HTS (AID 449762); M. tuberculosis H37Rv growth inhibition, 7H9 media; higher % means a stronger effect; one-dose inhibition, % at 25 µM; IC50 in µM for titrated hits; 0.59% of 330,000 active; in the data active means a potency from the dose series; inconclusive means inhibition above about 70% without an active follow-up result;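 further: bacterial growth assessed after seven days of incubation; strong numbers were not always called active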
inhibitors of VEEV 10K pilot screen: second read-out of inhibitors of VEEV, no call of its own (marks repeat the call); inhibition, %; measured here: 10K pilot screen inhibition
The depositor's hits bear a star; i = inactive; u = inconclusive; x = not tested or not shown; & = joins results of further samples.

SMILES | H1N1 NS1A inhibition | inhibitors of VEEV | M. tuberculosis | Salmonella PhoP GFP | M. tuberculosis HTS | others
C=CCSc1nc(N)c(C(=O)Nc2ccccc2OC)cc1C(=O)Nc1ccccc1 | 7% | 0.6% | -10% | -3% | -9%
Cc1ccc(Cl)cc1NC(=O)NCc1ccccn1 | 2% | 4.1% | -19% | -10% | -2%
Cc1cc(C)n(-c2nc(NCc3cccnc3)c3c4c(sc3n2)COC(C)(C)C4)n1 | -8% | 7.1% | 72% | -4% | 28%
O=C(NCCCl)NNc1c(Cl)cc(Cl)cc1Cl | 0% | i | -4% | -4% | 3%
CCC1CCc2c(sc(NC(=O)c3ccoc3C)c2C(N)=O)C1 (configuration not stated) | 20% | i | 35% | -2% | 59%
CCOc1ccc(S(=O)(=O)Nc2cc(SCC(=O)O)c(O)c3ccccc23)cc1 | -1% | 6.2% | 22% | 5% | -4%
C[C@H](CO)N1C[C@H](C)[C@@H](CN(C)C)Oc2c(NS(=O)(=O)c3cccs3)cccc2C1=O | -9% | i | -17% | x | 7%
O=C(NCC(c1ccc(F)cc1)N1CCOCC1)c1c(F)cccc1F (configuration not stated) | -23% | 0.7% | -3% | -8% | 1%
COc1ccc(C(=O)N[C@H](C(=O)OCn2nnc3ccccc3c2=O)C(C)C)cc1 | -2% | 4.0% | x | x | x
O=C(c1ccccc1)c1ccccc1N=Cc1c(O)[nH]c(=O)[nH]c1=O | -8% | 1.1% | 1% | -3% | -9%
NC(=O)C1CCN(C(=O)C2CC(=O)N(c3ccc(F)cc3)C2)CC1 (configuration not stated) | 7% | i | -9% | -7% | 2%
CN(CC(=O)Nc1ccccc1Cl)C(=O)COC(=O)CNC(=O)c1ccc(Br)o1 | 8% | 5.5% | 2% | 11% | 7%
CCN1CCN(C(=S)NCCOC)CC1 | -6% | 0.3% | -1% | -1% | -11%
CN(C)c1ccc(SC#N)cc1 | 1% | i | -3% | 1% | -8%
CNC(=S)NCCN1CCOCC1 | -4% | 1.0% | 7% | -1% | 2%
COc1ccc(N(CC(=O)Nc2cccnc2)S(C)(=O)=O)cc1 | 0% | i | -8% | 8% | -9%
COc1cc(/C=C/c2cc[n+](C)cc2)ccc1OCC(=O)Nc1ccc(Cl)c(Cl)c1 | 19% | i | u | 5% | 22µM*
CC(=O)c1cccc(NC(=O)c2cc(C)no2)c1 | 5% | 0.8% | x | -3% | -1%
Cc1cccc2[nH]c(SCC(=O)O)nc12 | 6% | 1.3% | -2% | 3% | -3%
O=C(c1cnn2c(C(F)F)cc(C3CC3)nc12)N1CCc2ccccc2C1 | -22% | 7.6% | 49% | 9% | 4%

Molecules above with a furan ring, fused or not:
SMILES | H1N1 NS1A inhibition | inhibitors of VEEV | M. tuberculosis | Salmonella PhoP GFP | M. tuberculosis HTS | others
CCC1CCc2c(sc(NC(=O)c3ccoc3C)c2C(N)=O)C1 (configuration not stated) | 20% | i | 35% | -2% | 59%
CN(CC(=O)Nc1ccccc1Cl)C(=O)COC(=O)CNC(=O)c1ccc(Br)o1 | 8% | 5.5% | 2% | 11% | 7%

Next part.
SMILES | H1N1 NS1A inhibition | inhibitors of VEEV | M. tuberculosis | Salmonella PhoP GFP | M. tuberculosis HTS | others
O=C1NCCN1CCNS(=O)(=O)c1cc(C(F)(F)F)cc(C(F)(F)F)c1 | 22% | 1.9% | -9% | -6% | -6%
O=C(COc1ccc(Cl)cc1Cl)NCc1ccco1 | 5% | 3.6% | 66% | -2% | -9%
c1ccc(C2(c3ccccc3)OCC(Cn3cncn3)O2)cc1 (configuration not stated) | -1% | 0.7% | -8% | 10% | -4%
Cc1ccc(NC(=O)c2sc3nc(CCl)[nH]c(=O)c3c2C)c(C)c1 | -2% | 12% | x | x | x
Cc1ccc(OCC(=O)Nc2cccc(C)n2)c(C)c1 | 3% | 1.1% | 47% | -6% | 6%
Cc1cc(OCC(=O)NCCCN(C)C)cc(C)c1Br | 17% | 7.1% | 0% | 0% | 3%
S=c1[nH]nc(Cc2ccc(Cl)cc2)n1-c1ccc2c(c1)OCCO2 | -7% | 0.6% | x | 5% | -7%
O=C(Nc1ccc([N+](=O)[O-])cn1)c1ccc(Br)o1 | 1% | i | 60% | -3% | -3%
Cc1c(C(=O)OCC(=O)NC2CC2)oc2ccc(Br)cc12 | -4% | 1.8% | x | x | x
O=[N+]([O-])c1ccc(O)c(/C=N/NC(=S)Nc2ccc(Cl)cc2Cl)c1 | 14% | 9.1% | 54% | -3% | 49%
CNCC(O)c1ccc(OC(=O)C(C)(C)C)c(OC(=O)C(C)(C)C)c1 (configuration not stated) | 4% | 0.2% | 15% | 1% | 4%
O=C(COc1cccc(Oc2ccccc2)c1)Nc1ccc(SC(F)F)cc1 | -9% | 0.1% | 63% | 7% | 52%
Cc1nn(CC(=O)NC2CCCC2)c(C)c1[N+](=O)[O-] | -18% | 2.1% | -7% | x | -14%
Cc1cc(C(=O)N2CCN(c3ccc([N+](=O)[O-])cc3)CC2)n[nH]1 | 1% | i | 20% | 6% | -3%
COc1cc(OC)cc(C(=O)NC(C(=O)N2CCc3ccccc3C2)C(C)C)c1 (configuration not stated) | -4% | i | 21% | 19% | 3%
Cc1c(C(=O)NCc2cccnc2)oc2c1C(=O)CC(C)(C)C2 | -13% | i | 2% | -7% | -5%
O=C(O)Cc1nn(Cc2ccc(Cl)cc2)c(=O)c2ccccc12 | -7% | 1.0% | -8% | 6% | -3%
COc1ccc(OC)c(Cc2nnc(CCC(=O)NC3CCCCCCC3)o2)c1 | 0% | 1.3% | 35% | -8% | 3%
CN1CCN(c2ccccc2NC(=O)c2ccc(N3CCCCC3)c([N+](=O)[O-])c2)CC1 | 16% | 1.4% | 40% | 12% | 2%
Cc1cc(C)c(NC(=O)CN2CCN3CCCC3C2)c(C)c1 (configuration not stated) | 0%&4% | 0.8% | 5% | 16% | 1%
CCCCn1c(SCc2nc(N)nc(Nc3ccccc3C)n2)nc2ccccc2c1=O | -11% | 3.9% | 17% | -13% | 14%
Cc1ccc2sc(NC(=O)CN3C(=O)c4ccccc4C3=O)nc2c1C | 26% | 0.6% | x | -7% | -7%
C[C@H](NC(N)=O)C(=O)Nc1ccc(OCc2ccccc2)cc1 | -5% | 1.9% | 23% | 2% | 2%
CCC(=O)N1CCc2cc(S(=O)(=O)CCC(=O)NCc3ccc4c(c3)OCO4)ccc21 | 3% | i | 5% | -10% | -4%
CNC(=S)Nc1ccc(Cc2ccncc2)cc1 | 1% | 1.0% | 17% | 1% | -4%
Fc1ccc2cnc(-c3ccccc3)c(-c3cc(C(F)(F)F)cc(C(F)(F)F)c3)c2c1 | -3% | 13% | 63% | x | 8%
CN(C)C(CNC(=O)Cc1cccc(C(F)(F)F)c1)c1ccccc1 (configuration not stated) | 5% | 0.2% | 2% | -11% | -1%
COc1ccc(S(=O)(=O)N2CCC(C(=O)NCCN3CCOCC3)CC2)cc1C | -4% | 2.0% | -10% | -7% | 2%
O=C(NCCO)/C(=C\c1cccs1)NC(=O)c1cccs1 | -7% | 0.0% | 22% | -3% | -6%
CC(C)OCCCNC(=O)CCSc1ccc(Cl)cc1 | 7% | 2.2% | 35% | 3% | 3%
CCOC(=O)NN1C(=O)c2ccccc2NC1c1ccccc1F (configuration not stated) | 3% | 1.9% | -1% | 2% | 5%
COc1ccc(S(=O)(=O)N(C)CC(=O)Nc2ccccc2C(F)(F)F)cc1OC | -20% | i | 29% | -2% | 5%
COc1cccc(C(C(=O)NCC2CCCO2)N(C(=O)Cn2nnc3ccccc32)c2ccc(NC(C)=O)cc2)c1OC (configuration not stated) | 3% | 1.1% | -2% | -1% | 4%
O=C(/C=C/c1ccc(Cl)cc1)N(Cc1cccs1)C1CCS(=O)(=O)C1 (configuration not stated) | 11% | 4.3% | 24% | 3% | 6%
Cc1[nH][nH]c(=O)c1C(c1ccccc1[N+](=O)[O-])C(C#N)C#N (configuration not stated) | -1% | 6.2% | 1% | -1% | 3%
O=C(NNC(=O)c1cccs1)c1csc(N2CCOCC2)n1 | -3% | 0.3% | 0% | -1% | -2%
CN(c1ccccc1)S(=O)(=O)c1nnc(NC(=O)C2CCCCC2)s1 | 7% | 2.2% | 7% | -10% | 2%
O=C(CN1CCN(S(=O)(=O)c2ccccc2)CC1)Nc1ccc(Cl)cn1 | 2% | 0.1% | 37% | -7% | -1%
Cc1c(Cl)cccc1NC(=O)Cn1cnc(S(=O)(=O)N2CCCC2)c1 | -7% | 0.5% | -11% | -2% | 3%
O=c1cc(CSc2ccccc2)nc(-c2ccccc2)[nH]1 | x | 3.7% | -4% | 12% | 7%
CCN(CC)CCOC(=O)c1ccc(NC(=O)/C=C/c2cccs2)cc1 | 15% | 0.6% | 40% | -1% | 10%
CCCN1CCC(=O)N(CCOc2ccccc2)CC1 | -8% | 0.5% | -17% | -5% | u
Cc1occc1C(=O)NNC(=O)c1ccccc1C(=O)O | x | i | -3% | 7% | 3%
CC1C2=C(CC(C)(C)CC2=O)NC2=C1C(=O)CC(C)(C)C2 | -11% | i | 12% | -2% | 4%
COC(=O)c1ccccc1N=Nc1c(C)[nH][nH]c1=O | -6% | 1.7% | 7% | -6% | 4%
C=CCN(CC=C)S(=O)(=O)c1ccc(F)cc1 | -2% | 2.3% | 0% | -7% | -2%
Nc1c(C(=O)NCCc2ccccc2)c2nc3ccccc3nc2n1CCN1CCOCC1 | -44% | 0.8% | 35% | 6% | u
COc1cc(C(=O)O)nc(OC)n1 | -11% | 0.4% | -15% | -3% | 0%
Cc1cccn2c(=O)c3cc(C(=O)N4CCCCC4C)sc3nc12 (configuration not stated) | -6% | i | 40% | x | 18%
CCOCCCNC(=S)NCCCNc1nc2cc3c(cc2cc1C#N)OCO3 | 2% | i | 22% | -3% | -2%
O=C(CCl)Nc1cc(S(=O)(=O)N2CCOCC2)ccc1N1CCOCC1 | -8% | 1.1% | -4% | 6% | 3%
O=S(=O)(Nc1ccc2c(c1)OCCO2)c1ccc(Br)s1 | -4% | 0.7% | -3% | 7% | 10%
CCOC(=O)C1=NNC2(c3ccc(Cl)cc3)C(=O)N(c3cc(C)cc(C)c3)C(=O)C12 (configuration not stated) | 0% | 0.4% | 9% | 7% | 5% | inhibitors of VEEV 10K pilot screen=0.1
O=C(NC1CCCN(c2ccc(C(F)(F)F)cn2)C1)c1cc(Cl)ccc1F (configuration not stated) | -10% | 4.5% | -1% | 9% | 6%
CC(=O)Nc1ccc2[nH]c3ccccc3c2c1 | 1% | 1.0% | 7% | -1% | 1%
CCc1ccc([C@@H]2CC=C(C(=O)O)[C@H](c3ccc(Cl)cc3)N2S(=O)(=O)c2ccc(C)cc2)cc1 | -13% | i | 52% | -5% | 2% | inhibitors of VEEV 10K pilot screen=1.2
C=CCNC(=O)c1cc2c(=O)c3ccccc3oc2nc1C | -5% | 0.6% | 3% | 7% | -12%

Structural class: the compounds so far containing an NH in an aromatic ring.
SMILES | H1N1 NS1A inhibition | inhibitors of VEEV | M. tuberculosis | Salmonella PhoP GFP | M. tuberculosis HTS | others
O=C(c1ccccc1)c1ccccc1N=Cc1c(O)[nH]c(=O)[nH]c1=O | -8% | 1.1% | 1% | -3% | -9%
Cc1cccc2[nH]c(SCC(=O)O)nc12 | 6% | 1.3% | -2% | 3% | -3%
Cc1ccc(NC(=O)c2sc3nc(CCl)[nH]c(=O)c3c2C)c(C)c1 | -2% | 12% | x | x | x
S=c1[nH]nc(Cc2ccc(Cl)cc2)n1-c1ccc2c(c1)OCCO2 | -7% | 0.6% | x | 5% | -7%
Cc1cc(C(=O)N2CCN(c3ccc([N+](=O)[O-])cc3)CC2)n[nH]1 | 1% | i | 20% | 6% | -3%
Cc1[nH][nH]c(=O)c1C(c1ccccc1[N+](=O)[O-])C(C#N)C#N (configuration not stated) | -1% | 6.2% | 1% | -1% | 3%
O=c1cc(CSc2ccccc2)nc(-c2ccccc2)[nH]1 | x | 3.7% | -4% | 12% | 7%
COC(=O)c1ccccc1N=Nc1c(C)[nH][nH]c1=O | -6% | 1.7% | 7% | -6% | 4%
CC(=O)Nc1ccc2[nH]c3ccccc3c2c1 | 1% | 1.0% | 7% | -1% | 1%

Compound activity (PubChem)
